From PubChem
DENV2 CPE: protects cells from dengue virus 2 cytopathic effect; DENV2-infected cells, cytopathic effect rescue, plate reader; CPE inhibition, % at 9.99 µM; hit rate 1.7% among 350,000; in the data active = CPE inhibition above about 20%, passing the limit was not always enough; inconclusive = no clear call, values can overlap the other calls; tested in BHK-21 cells;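 note: 0% = median of neutral control wells and 100% = median of positive control wells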
CASP6 VEID inh: inhibitors of human caspase-6; P55212; purified caspase-6, Z-VEID-R110 cleavage fluorescence; inhibition, % at 12.5 µM; hit rate 0.53% among 350,000; AID 686996;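 active = mean inhibition across replicates at least about 35%, with every replicate also reaching that limit, limit read from the data; inconclusive = only one of the two criteria met; inactive = neither criterion met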;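 note: 0% = median of neutral control wells and 100% = no fluorescence left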
Target sequence (P55212 24-179 limits assumed): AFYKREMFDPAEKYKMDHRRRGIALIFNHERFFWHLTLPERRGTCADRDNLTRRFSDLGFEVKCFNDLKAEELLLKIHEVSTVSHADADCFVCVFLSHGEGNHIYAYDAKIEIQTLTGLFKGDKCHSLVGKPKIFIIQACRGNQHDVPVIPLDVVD
Target sequence (P55212 194-293 limits assumed): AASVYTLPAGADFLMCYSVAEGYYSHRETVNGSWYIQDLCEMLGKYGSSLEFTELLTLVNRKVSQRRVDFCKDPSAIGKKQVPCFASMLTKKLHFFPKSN
Xi reactivation: X-chromosome reactivation activator; hit rate 0.055% among 360,000; XiGFP mouse fibroblasts, % GFP-positive cells imaging, 3 d; cells co-treated with 5-aza-dC sensitizer; scaled so ellipticine positive control = 100%; activation, % at 7.58 µM;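 active = mean normalized replicate activation at least 10% and every replicate at or above 10%; inconclusive = only one of the two criteria met; inactive = mean below 10% and not all replicates reach 10%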;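 note: 0% = median of on-plate neutral control wells and 100% = ellipticine 6 µM median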
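material = 68-5-11 XiGFP fibroblast line | medium = DMEM plus 5-aza-dC sensitizer | schedule = 3 days compound exposure | benchmarks = positive control ellipticine, 6 µM final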
RAD54 inh: blocks human RAD54 Holliday junction branch migration. Q92698. FAM/BHQ fluorescence. inhibition, % at 10.4 µM. hit rate 0.14% among 360,000. AID 602329;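 active = mean normalized replicate activity at least 40 and at least half of replicates scoring 40 or more; inconclusive = only one of the two criteria met; inactive = mean below 40 and under half of replicates reaching 40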;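 note: 0% = median of neutral control wells and 100% = median of positive control wells; inhibitors cause a drop in the FAM fluorescence signal; in these data hits start at about 50%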
RAD52 anneal inh: blocks human RAD52 DNA annealing | recombinant RAD52 DNA annealing, FRET fluorescence | inhibition, % at 18.7 µM | hit rate 0.46% among 360,000 | AID 651710;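 active = every replicate showing at least 50% inhibition; inconclusive = mean inhibition at least 50% but not in every replicate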
E-sel inducer: induces E-selectin expression in human endothelial cells; P16581; HUVEC E-selectin immunofluorescence imaging; normalized: neutral wells 0, TNF-alpha wells 100; activation, % at 7.58 µM; hit rate 0.37% among 260,000;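 active = mean E-selectin-positive cell signal at least 10% of the positive control, reached in at least 60% of replicates, without over 20% cell loss; inconclusive = no rule given, readout overlaps actives, possibly toxicity-flagged; inactive = the rest, including those meeting only one limit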;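 note: in these data hits start at about 27%; measured in HUVEC primary endothelial cells; signal is the percent of cells scored E-selectin positive by PE staining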
Target sequence (P16581 whole entry, looked up): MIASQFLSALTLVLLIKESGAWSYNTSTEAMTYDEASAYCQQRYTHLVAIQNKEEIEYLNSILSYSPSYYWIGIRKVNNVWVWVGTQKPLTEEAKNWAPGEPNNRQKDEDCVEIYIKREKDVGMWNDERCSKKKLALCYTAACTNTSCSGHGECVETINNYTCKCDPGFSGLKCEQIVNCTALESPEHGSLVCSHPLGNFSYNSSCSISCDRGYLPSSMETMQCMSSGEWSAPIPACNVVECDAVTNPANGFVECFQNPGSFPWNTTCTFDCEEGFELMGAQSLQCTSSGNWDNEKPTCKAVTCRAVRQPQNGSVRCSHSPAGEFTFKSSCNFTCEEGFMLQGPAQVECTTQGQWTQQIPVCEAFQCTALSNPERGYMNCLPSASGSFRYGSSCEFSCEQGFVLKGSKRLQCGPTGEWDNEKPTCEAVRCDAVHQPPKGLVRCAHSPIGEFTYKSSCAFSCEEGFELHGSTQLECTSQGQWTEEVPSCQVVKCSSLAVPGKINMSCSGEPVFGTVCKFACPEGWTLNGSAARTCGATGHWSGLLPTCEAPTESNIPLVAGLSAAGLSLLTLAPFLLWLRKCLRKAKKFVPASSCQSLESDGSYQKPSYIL
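Material: HUVEC primary endothelial cells; Amount: 3,000 cells per well; Dosing: single concentration; Medium: EGM-2 growth medium on 0.1% gelatin-coated wells; Read-out basis: percent E-selectin-positive cells; Signal: immunofluorescence imaging; Control set: TNF-alpha, DMSO.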
F508del corr: CFTR F508del correction in bronchial cells; CFBE cells, YFP halide quenching; stimulated with forskolin plus potentiator P3; % fluorescence drop versus neutral controls; activity (quench increase), % at 7.58 µM; hit rate 0.36% among 350,000; AID 720511;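 active = mean added fluorescence quench of at least 8% versus neutral control, with both replicates also reaching 8%; inconclusive = only one of the mean or replicate conditions met; inactive = mean below 8% and not both replicates reaching 8%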;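 note: cells transiently co-express mutant CFTR-F508del with the halide-sensitive YFP; corrector assay measuring rescue of mutant channel to the surface after 24 h compound exposure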
INS-1E GSIS act: primary screen for activators of insulin secretion dependent on glucose, INS-1E cells, GLuc reporter luminescence | hit rate 0.61% among 370,000 | INS-1E GLuc reporter insulin secretion, 2-3 h | activation, % at 16.6 µM | AID 743287;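 active = lowest replicate activation of at least 40%, so every replicate reaches that level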;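 note: 0% = median of neutral control wells and 100% = median of IBMX positive control wells; some compounds called inactive have numbers as strong as hits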
The depositor's hits bear a star; ? = inconclusive; / = no result given. Compounds were not picked by outcome; overall some 3.7% were active at least once.

Below each SMILES: CASP6 VEID inh, DENV2 CPE, RAD52 anneal inh, Xi reactivation, RAD54 inh, F508del corr, INS-1E GSIS act, E-sel inducer
O=C(COC(=O)c1ccco1)NCc1ccccc1Cl
  -1, 5, 0, 0.0, -1, -3.0, /, 0.1
CN(C)c1ccc(C(=O)OCC(=O)NC2CCCCCC2)cc1
  1, 2, -11, 0.3, -4, -1.4, 4, -2.7
Cc1ccc(NCC(=O)N/N=C/c2ccc(OC(=O)c3ccco3)cc2)cc1
  -1, -4, -22, /, -5, -1.3, 8, /
C/C=C/c1cnc2c(c1)C(=O)N([C@H](C)CO)C[C@H](C)[C@H](CN(C)S(=O)(=O)c1ccc(C)cc1)O2
  2, 4, -1, -0.8, -8, -1.7, -1, 0.2
O=C(N/N=C/c1cn(-c2cccs2)nc1-c1ccccc1)c1ccccc1Br
  -1, 2, -17, 0.1, /, /, /, /
CCOc1ccc(CNS(=O)(=O)c2ccc3c(c2)CC(=O)N3C)cc1
  4, 5, -7, 0.2, 3, -0.1, 0, /
CNc1cncc(-c2cnn(CC(C)C)c2)n1
  /, 4, -28, -0.1, -5, -4.8, 21, 0.3
C[C@H](CO)N1C[C@H](C)[C@@H](CN(C)Cc2cccc(C(=O)Nc3ccccc3N)c2)OCc2ccccc2-c2c(n(C)c3ccccc23)C1=O
  2, 3, 1, 0.2, /, 1.6, 1, -0.3
CO[C@@H]1CN(C)C(=O)c2ccc(NS(=O)(=O)c3cn(C)cn3)cc2OC[C@@H](C)NC[C@@H]1C
  -3, -7, -2, 0.0, /, -3.5, -1, 0.0
COc1cccc(NC(=O)Nc2nc(SC(C)(C)C)ns2)c1
  4, -20, -15, 0.0, 4, -4.0, -11, /
CCN(CC(=O)Nc1ccc(NC(C)=O)cc1)C(=O)Cc1ccccc1F
  2, -9, 0, 0.1, 6, -2.3, -1, /
CCN1C(=O)C(=O)N(CC(=O)Nc2cccc(C(F)(F)F)c2)C1=O
  1, 3, -11, 0.0, /, -0.7, -17, -0.2
Cc1cccc(N2CCN(C(=O)CS(=O)(=O)Cc3nc(-c4ccccc4F)oc3C)CC2C)c1 (centres undefined)
  2, -3, -5, 0.4, -5, -1.3, -28, -0.1
CC(C)(C)CN1CCC(Oc2cccc(C(=O)NCCCOc3cccnc3)c2)CC1
  -7, 0, -110, 0.0, 2, 1.1, -6, /
CC(C)CC#Cc1ccc2c(c1)O[C@H](CN(C)Cc1ccccc1F)[C@H](C)CN([C@H](C)CO)S2(=O)=O
  3, 5, 13, -0.8, -4, -1.5, 23, -0.2

An excerpt from above in order of the RAD52 anneal inh value, highest first:
SMILES,RAD52 anneal inh
CO[C@@H]1CN(C)C(=O)c2ccc(NS(=O)(=O)c3cn(C)cn3)cc2OC[C@@H](C)NC[C@@H]1C,-2
COc1cccc(NC(=O)Nc2nc(SC(C)(C)C)ns2)c1,-15
Cc1ccc(NCC(=O)N/N=C/c2ccc(OC(=O)c3ccco3)cc2)cc1,-22

The results go on.
Below each SMILES: CASP6 VEID inh, DENV2 CPE, RAD52 anneal inh, Xi reactivation, RAD54 inh, F508del corr, INS-1E GSIS act, E-sel inducer
CN=C(NC(=O)Nc1c(C)cccc1C)NC(=O)Nc1c(C)cccc1C
  14, -2, -3, 0.3, -7, -3.2, -6, /
O=C(Nc1cc(C(F)(F)F)ccc1F)C1CCCCC1
  -1, 5, -18, /, /, -1.8, /, /
COc1ccc(NC(=O)Nc2ccc3c(c2)CC(=O)N([C@@H](C)CO)C[C@@H](C)[C@@H](CN(C)Cc2ccc(C(F)(F)F)cc2)O3)cc1
  /, -24, /, -1.2, 3, 1.0, -3, 2.5
COCC(=O)Nc1ccc2c(c1)C(=O)N(C)C[C@@H](OC)[C@@H](C)CN(Cc1cncnc1)[C@@H](C)CO2
  1, 3, -5, 0.1, -7, -4.5, 25, 2.2
CCCCn1nc2cc(C(=O)NCc3ccc(C(F)(F)F)cc3C(F)(F)F)ccc2c1OCC
  3, -12, 1, -0.2, 1, 5.6, 7, -0.1
Clc1ccc(-n2nnc(-c3nccs3)n2)cc1Cl
  -8, /, -8, 0.2, 15, 2.8, /, 0.0
COc1ccc(S(=O)(=O)N(C)C[C@H]2Oc3ccc(NC(=O)NC(C)C)cc3CC(=O)N([C@@H](C)CO)C[C@H]2C)cc1
  -2, 8, 9, 0.0, -6, -2.2, 16, 0.0
CSCC(=O)Nc1nc(-c2ccc3c(c2)OCCO3)cs1
  1, 3, -20, -0.1, /, 2.2, -3, ?
Cc1ccc(OCCC(=O)OC(C)C(=O)NC2CC2)cc1 (centres undefined)
  1, 2, -7, -0.2, -1, -1.6, 5, 0.0
COc1cc(C)ccc1OCC(=O)NC1CCCCCC1
  0, -1, -16, -0.1, 5, 1.6, 23, /
CN(CCC1CCOCC1)C(=O)C1CCC(=O)N(CCc2ccccc2)C1 (centres undefined)
  2, 1, -10, 0.0, 2, 0.5, 15, 0.1
O=C(CC(F)(F)F)N1C[C@H]2[C@@H](c3ccccc31)[C@H](CO)N2C(=O)c1cccnc1
  4, -6, -15, 0.5, 4, -0.4, -3, -0.5
C[C@@H]1CN([C@@H](C)CO)C(=O)c2cc(-c3ccccc3F)cnc2O[C@@H]1CN(C)C(=O)C1CC1
  -2, 1, 7, -0.7, 5, -0.1, 9, 0.3
N#C[C@H]1N[C@@H](CO)[C@H]1c1ccc(C#CC2CCCC2)cc1
  -1, -1, -12, 0.1, 5, 2.0, 9, 0.1
COc1ccccc1-c1ccc(SCC(=O)NC2CCCC2)nn1
  1, -1, 7, 0.0, -11, -2.7, 3, /
CC(=O)Nc1ccc(-c2ccnc3c2CC(C(=O)Nc2cccc(OC(F)(F)F)c2)O3)cc1 (centres undefined)
  2, -10, -22, 0.0, 5, -3.8, /, 0.0
CCc1nnc(NC(=O)C23CC4CC(CC(C4)C2)C3)s1
  -3, 1, -4, 0.1, 1, -0.3, 5, -0.3
COc1ccc2c(c1OC)C(=O)N1C2SC[C@H]1C(=O)NC1CCCC1 (some centres undefined)
  0, -3, -6, 0.0, -10, -0.6, 0, 0.0
COc1ccccc1C(=O)NC(=S)N1CCc2ccccc21
  2, 2, -16, -0.1, /, -5.6, 5, 9.9
Cn1cccc1/C=C1\SC(=O)N(CC(=O)Nc2ccc(Cl)cc2)C1=O
  0, 5, -17, /, 3, -2.0, -1, /
C[C@H]1CN([C@@H](C)CO)C(=O)Cc2cc(NC(=O)CCCCCC(=O)Nc3ccccc3N)ccc2O[C@H]1CN(C)S(C)(=O)=O
  1, 9, -8, 0.0, 1, -1.1, 32, -13
COc1cc(-c2nc3ccccn3c2N)ccc1O
  1, 0, -3, 0.2, 5, -3.4, 10, /
Oc1ccc(NC(=S)Nc2ccc(O)cc2)cc1
  32, 0, -5, 0.0, /, 4.1, 12, /
COC(=O)C[C@@H]1CC[C@H]2[C@@H](COc3ccc(NC(=O)C4CC4)cc3C(=O)N2C)O1
  0, 1, -11, 0.1, -1, 2.4, 2, 0.0
Cc1ccc(C)c(CNS(=O)(=O)c2c(C)[nH]c(C)c2C(=O)N2CCCC2)c1
  5, 1, -9, 0.3, -2, -2.8, -3, /
O=C(COc1ccccc1Cl)NCCCNC(=O)c1cnccn1
  0, 1, -11, 0.1, 1, 0.5, 6, 0.0
COc1cc(NC(=S)N2CCN(C)CC2)cc(OC)c1
  -3, 4, 5, -0.1, -1, 2.8, -2, /
CC(C)C#Cc1ccc([C@H]2[C@H](CO)N3CCCCN(C(=O)c4ccc5c(c4)OCO5)C[C@@H]23)cc1
  -1, 1, 14, -0.1, 0, -2.1, -6, -0.5
COc1cccc(C#Cc2ccc3c(c2)O[C@H](CN(C)C)[C@@H](C)CN([C@H](C)CO)S3(=O)=O)c1
  -5, -10, -32, -2.0, -7, -0.3, 4, -0.1
COc1ccccc1-c1cnc2c(c1)C(=O)N([C@@H](C)CO)C[C@@H](C)[C@@H](CN(C)Cc1ccccc1)O2
  -2, -3, 9, -1.2, -4, -0.6, -1, 0.2
CCC(=O)N1[C@H](C(=O)NCc2ccccc2F)[C@@H](CO)[C@@H]2Cn3c(cccc3=O)[C@@H]21
  /, 2, 0, 0.4, -8, -0.1, 11, -1.6
COc1ccc(CCNC(=O)c2cc3c(=O)n4ccccc4nc3n(CCCN3CCOCC3)c2=N)cc1
  /, 0, 42, 0.0, 46, 5.4, -5, /
OCC1OC(n2cnc3c(NCc4ccccc4O)ncnc32)C(O)C1O (centres undefined)
  -2, -3, -3, 0.0, /, -1.0, -20, -0.3
O=C(C[n+]1ccc(-c2cc(C(=O)Nc3cccc(C(F)(F)F)c3)c3ccccc3n2)cc1)c1cccc([N+](=O)[O-])c1
  1, 3, -17, 0.1, 0, -4.2, 0, 4.9
COc1ccc(NC(=O)CN(C)C(=O)c2ccc(-c3cccc(C(F)(F)F)c3)o2)cc1
  2, 5, -3, 0.4, 4, 1.9, -20, -0.6
COc1ccc(NC(=O)CSc2nc3ccccc3c(=O)n2CCNC(C)=O)c(OC)c1
  -1, /, 6, /, 2, /, 9, /
CCn1c(SCc2nc3sc(C(=O)O)c(C)c3c(=O)[nH]2)nnc1-c1ccc(Cl)cc1
  2, /, -20, 0.3, /, 4.4, -8, -1.8
Cc1ccc(S(=O)(=O)Nc2ccc3c(c2)C(=O)c2ccccc2-3)cc1
  2, 4, -56, -0.3, 12, 0.3, -2, -0.1
CN(Cc1ccco1)C(=O)CN1C(=O)NC(c2ccccc2)(c2ccccc2)C1=O
  6, ?, -5, 0.1, /, 2.0, -1, /
O=C(O)C1CCCC2CN3CCc4c([nH]c5ccccc45)C3C(O)C21 (centres undefined)
  32, -2, -116, 0.2, -11, 0.5, -7, /
COc1cccc(C#Cc2ccc([C@@H]3[C@H](C#N)N(C(=O)C4CC4)[C@H]3CO)cc2)c1
  -2, -7, 3, -0.1, -16, -1.7, -3, -0.4
COc1ccc(NS(=O)(=O)c2cccc(Cl)c2Cl)cc1S(=O)(=O)N1CCCCC1
  0, -1, -27, 0.1, /, /, -24, 134*
O=C(O)c1cccc(O)c1O
  0, -4, -4, 0.1, 5, 1.2, /, 1.1
CCCCN(Cc1cc2ccccc2[nH]c1=O)S(=O)(=O)c1ccc(C)cc1
  1, 4, -12, 0.4, 3, 2.3, -33, -0.2
CCOc1ccc(C(C)C)cc1S(=O)(=O)N1CCN(C(=O)c2ccco2)CC1
  -1, -4, 2, -0.2, 0, /, /, /
N#Cc1cccc(-c2ccc3c(c2)[C@H]2[C@H](CCN2Cc2ccc4c(c2)OCO4)[C@@H](CO)N3)c1
  -2, ?, -78, 0.1, 2, -1.0, -10, -0.2
CC1CC(C)CN(CCCNC(=O)Cn2ncc3c(=O)oc4ccccc4c32)C1 (centres undefined)
  1, -3, -2, 0.0, 0, 3.2, /, 1.4
CCC(=O)N[C@@H]1CC[C@H](CCn2cc(C3CC3)nn2)O[C@@H]1CO
  4, -1, 3, 0.4, 1, 1.1, -9, -0.3
O=C(NCC[C@@H]1CC[C@@H](NC(=O)Nc2cc(F)ccc2F)[C@@H](CO)O1)Nc1ccc(Cl)cc1
  -2, 10, 29, 0.2, 3, 1.8, -29, 0.2
O=C(Nc1ccccc1C(=O)Nc1ccccn1)c1cc(F)c(F)cc1Cl
  2, -6, -12, -0.1, 5, -1.5, 5, /
O=C(CSCc1ccc([N+](=O)[O-])cc1)Nc1ccccc1C(=O)O
  3, 4, 1, 0.0, -4, 0.0, -17, /
